Screening data (PubChem)
IL1B secr inh: inflammasome signaling inhibition, IL-1 beta readout. THP-1 LPS/ATP IL-1B secretion, AlphaLISA, 16 h; active compounds read low. activity change, % at 57.5 µM. 360,000 tested, 4.7% active; in the data active = activity change below about -50%; inconclusive = mostly about -30% to -49%; note: % is set by controls: 0 for no effect and ±100 for the full control effect
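THP-1 cells pretreated 1 hr with compounds (up to 57.5 uM final), then stimulated with LPS (250 ng/mL final) plus ATP (1.25 mM final); secreted IL-1B measured by AlphaLISA after 16 hr, decreased signal indicating inhibition.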
KB-V1 cytotox: kills drug-selected multidrug resistant KB-V1 cells; 400,000 tested, 3.4% active; KB-V1 MDR cells viability, CellTiter-Glo, 72 h; Potency, µM (highest dose often 46.1 µM), for inactives: at the top dose activity change, negative = cytotoxicity, usual class: cytotoxic; note: potency is the fitted concentration of half-maximal effect; % is set by controls: 0 for no effect and ±100 for the full control effect; nearly all actives have a fitted effect of over 60% in size
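qHTS viability screen in drug-selected KB-V1 MDR cells: 72 h compound treatment at 37 degrees C, ATP luminescence end point.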
ATXN2 expr inh: inhibitors of ATXN2 expression; HEK-293 ATXN2-luciferase reporter, luminescence, 24 h; Potency, µM (titrated, usually from 57 µM), for the others: at the top dose activity change, negative = inhibition, actives largely listed as inhibitors; 360,000 tested, 0.72% active; AID 1745845; note: potency is the fitted concentration of half-maximal effect; % is set by controls: 0 for no effect and ±100 for the full control effect; nearly all actives have a fitted effect of over 55% in size
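qHTS (up to 57 uM final) was run with 24 h compound exposure of reporter cells at 37 °C. Each well was multiplexed: SteadyGlo luminescence measured ATXN2-luciferase expression after a fluorogenic Gly-Phe-AFC viability readout (25 uM final).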
HT1080-NT tox: kills 2HG-producing HT-1080-NT fibrosarcoma cells; HT-1080-NT fibrosarcoma viability, CellTiter-Glo ATP luminescence, 48 h; Potency, µM (titrated, usually from 46.1 µM), for inactives: top-dose activity, negative = less viability, most hits filed as cytotoxic; 360,000 tested, 1.6% active; AID 686970;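 note: NT is the 2HG producing partner of a matched IDH1 knockdown line; potency is the fitted concentration of half-maximal effect; 0% = DMSO-treated cells and -100% = media-only wells without cells; nearly all actives have a fitted effect of over 55% in size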
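Compounds were tested in concentration-response format on HT-1080-NT cells for 48 hours at 37 degrees C. Cell viability came from CellTiter-Glo luminescence; curves were classified by r2, response magnitude and activity.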
MCF10A rereplic: induces DNA re-replication in MCF 10a normal breast cells; MCF 10A DNA re-replication, Hoechst nuclear intensity, 48 h; Potency, µM (doses to about 46.1 µM), for the others: at the top dose activity, positive = re-replication, usual class: activators; 350,000 tested, 2.9% active; AID 624296; note: potency is the fitted concentration of half-maximal effect; % of control where 0% means no effect; nearly all actives have a fitted effect of over 50% in size
SW480 rerep: DNA re-replication induction in SW480 cells. SW480 DNA re-replication, Hoechst DNA content imaging, 48 h. Potency, µM (highest dose often 46.1 µM), inactives show top-dose re-replication activation, usual class: activators. 340,000 tested, 1.8% active. AID 624297; note: potency is the fitted concentration of half-maximal effect; % of control where 0% means no effect; nearly all actives have a fitted effect of over 55% in size
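Per well, 250 cells were exposed to pinned compound for 48 hr. Nuclear DNA was visualised with Hoechst (40 min, 37 C) and total object intensity recorded by fluorescence scanning.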
WRN inhibitor: inhibitors of human WRN helicase; Q14191; WRN helicase unwinding, fluorescent forked duplex, kinetic; Potency, µM (titrated, usually from 114 µM), without a hit: at the top dose activity change, negative = inhibition, hits mostly inhibitors; 360,000 tested, 0.46% active; note: potency is the fitted concentration of half-maximal effect; % is set by controls: 0 for no effect and ±100 for the full control effect; nearly all actives have a fitted effect of over 55% in size
Target sequence (Q14191 whole entry, looked up): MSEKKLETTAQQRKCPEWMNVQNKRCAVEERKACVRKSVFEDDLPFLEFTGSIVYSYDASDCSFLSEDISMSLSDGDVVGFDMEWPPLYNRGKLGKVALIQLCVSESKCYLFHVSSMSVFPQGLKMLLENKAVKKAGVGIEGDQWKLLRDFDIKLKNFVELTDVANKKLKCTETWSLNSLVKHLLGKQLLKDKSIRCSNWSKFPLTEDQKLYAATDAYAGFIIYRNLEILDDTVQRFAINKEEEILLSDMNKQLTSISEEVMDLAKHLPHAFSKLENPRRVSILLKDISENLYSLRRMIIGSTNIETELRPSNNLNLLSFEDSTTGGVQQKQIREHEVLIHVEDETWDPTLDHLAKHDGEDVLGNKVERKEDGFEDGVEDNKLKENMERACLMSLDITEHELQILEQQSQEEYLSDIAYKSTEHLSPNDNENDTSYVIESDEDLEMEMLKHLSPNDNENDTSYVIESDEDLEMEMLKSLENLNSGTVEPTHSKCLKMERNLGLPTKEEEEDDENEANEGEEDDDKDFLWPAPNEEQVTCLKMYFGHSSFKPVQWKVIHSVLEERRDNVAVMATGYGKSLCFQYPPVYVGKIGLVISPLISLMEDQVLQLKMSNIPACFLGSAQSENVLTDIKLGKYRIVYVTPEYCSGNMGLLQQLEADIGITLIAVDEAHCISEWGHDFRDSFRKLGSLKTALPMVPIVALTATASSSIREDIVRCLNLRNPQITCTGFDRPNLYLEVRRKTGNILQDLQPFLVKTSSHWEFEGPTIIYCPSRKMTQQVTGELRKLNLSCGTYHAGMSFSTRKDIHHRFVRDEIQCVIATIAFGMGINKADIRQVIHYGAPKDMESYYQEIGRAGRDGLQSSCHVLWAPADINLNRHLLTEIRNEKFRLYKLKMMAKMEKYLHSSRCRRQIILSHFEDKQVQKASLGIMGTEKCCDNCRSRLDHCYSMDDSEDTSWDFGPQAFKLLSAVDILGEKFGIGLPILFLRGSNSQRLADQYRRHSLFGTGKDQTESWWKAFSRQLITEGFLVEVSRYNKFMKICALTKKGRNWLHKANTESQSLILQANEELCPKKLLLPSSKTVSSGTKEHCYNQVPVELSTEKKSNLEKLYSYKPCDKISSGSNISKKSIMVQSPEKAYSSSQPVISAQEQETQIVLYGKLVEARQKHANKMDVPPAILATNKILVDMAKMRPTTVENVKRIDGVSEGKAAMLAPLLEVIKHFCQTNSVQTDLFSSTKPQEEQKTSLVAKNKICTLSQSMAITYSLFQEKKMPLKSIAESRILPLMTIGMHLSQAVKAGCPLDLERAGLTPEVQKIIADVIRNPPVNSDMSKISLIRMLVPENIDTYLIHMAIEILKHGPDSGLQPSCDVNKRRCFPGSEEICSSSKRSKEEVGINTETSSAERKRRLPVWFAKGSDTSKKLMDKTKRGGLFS
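Kinetic fluorescence helicase assay: unwinding of a quenched forked DNA duplex (100 nM final) with 2 mM ATP final raises red fluorescence (525/598 nm). Compounds sat 15 min at room temperature with 20 nM WRN beforehand.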
HT1080 IDH1KD tx: toxicity to HT-1080 IDH1 knockdown cells (counter line). HT-1080 IDH1 knockdown viability, ATP luminescence, 48 h. Potency, µM (doses to about 46.1 µM), for inactives: top-dose activity, negative = toxicity, actives largely listed as cytotoxic. 360,000 tested, 2% active. AID 686971;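 note: potency is the fitted concentration of half-maximal effect; 0% = DMSO wells and -100% = cell-free medium wells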
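In this qHTS, HT-1080 cells depleted of IDH1 are exposed for 48 h at 37 °C to compound titrations. Toxicity is scored from CellTiter-Glo luminescence, with DMSO as full viability and medium alone as none.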
KB-3-1 cytotox: kills parental KB-3-1 adenocarcinoma cells; Potency, µM (doses to about 46.1 µM), inactives show at the top dose activity change, negative = cytotoxic, usual class: cytotoxic; AID 1347075; KB-3-1 viability, CellTiter-Glo ATP luminescence, 72 h; 400,000 tested, 1.4% active; note: potency is the fitted concentration of half-maximal effect; % is set by controls: 0 for no effect and ±100 for the full control effect; nearly all actives have a fitted effect of over 60% in size
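Using CellTiter-Glo luminescence, growth of non-resistant KB-3-1 adenocarcinoma cells is assessed 72 h after pin-tool compound addition at 37 °C. Normalized responses across the concentration series yield fitted curves.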
* hit, by the source's call; u = inconclusive; x = not tested or not shown; [ ] = another dose, or the depositor's remark. Unless noted, calls come from the whole dose curve; as a rule, active = well fitted curve in the direction sought with a large enough effect; inconclusive = small, poorly fitted or top-dose-only effect, or another doubt; inactive = no such curve, though single readings can be large; an effect the other way counts as inactive or inconclusive.

SMILES	IL1B secr inh	KB-V1 cytotox	ATXN2 expr inh	HT1080-NT tox	MCF10A rereplic	SW480 rerep	WRN inhibitor	HT1080 IDH1KD tx	KB-3-1 cytotox
CCOc1ccc(NC(=O)CSc2nc(C3CC3)nc3ccccc23)cc1	-1	-24%	-34%	15%	0%	7%	3%	18%	-9%
Cc1cccc(C)c1NC(=O)C(c1ccc(-c2ccccc2)cc1)n1c(=O)c(-c2cc3ccccc3[nH]2)nc2ccccc21 (stereo not drawn)	52	6%	x	-3%	x	x	3%	-13%	2%
CCN(CC(=O)Nc1c(F)cccc1F)C(=O)c1c(-c2ccccc2Cl)noc1C	6	-22%	x	0%	x	x	-5%	-3%	-5%
COc1ccc(OC)c(NC(=O)CSC2=C(C#N)C(c3ccco3)C3=C(CCCC3=O)N2)c1 (stereo not drawn)	-20	0%	-10%	-3%	u	16µM*	-14%	7%	4%
CCN(CC)S(=O)(=O)c1ccc(NC(=O)C2c3ccccc3Oc3ccccc32)cc1	9	18µM*	-3%	-17%	-38%[inhibitor]	2%	2%	-20%	-24%
Cn1ncc(Br)c1C(=O)N1CCN(C(=O)c2ccco2)CC1	15	-8%	6%	13%	-3%	-70%[inhibitor]	-3%	13%	6%
CC(C)(C)NC(=O)CN(C(=O)C(=O)Nc1ccc2c(c1)OCCO2)C(C)(C)C	5	u	-16%	7%	0%	-3%	9%	6%	11%
CCc1ccc(CNc2ccc3c(c2)ncn3CC)cc1	-57*	u	60%[activator]	-1%	u	1%	-9%	-3%	-1%
CCn1c(SCc2nc3ccccc3[nH]2)nnc1-c1ccc(OC)cc1	22	10µM*	-5%	-4%	3%	-16%	3%	-5%	-2%
Cc1nc(NC(=O)CN2CCOCC2)sc1C(=O)N(C)C	5	23%	2%	-2%	u	-2%	-6%	16%	28%
O=C(c1cc(=O)[nH]c2ccccc12)N1CCN(S(=O)(=O)c2ccc(Cl)cc2)CC1	0	-1%	3%	4%	3%	-5%	16%	0%	0%
CCOC(=O)c1cc(C#N)c(N2CCN(C)CC2)nc1-c1ccccc1	13	0%	-18%	0%	u	-7%	-2%	-7%	1%
O=C(Nc1ccc(S(=O)(=O)N2CCOCC2)cc1)c1cccs1	-30	-20%	1%	9%	11%	11%	5%	13%	1%
Fc1ccc(COc2ccc(-c3nnco3)cc2)c(Cl)c1	-11	1%	11%	-13%	u	11%	-15%	-4%	-4%
CCOC(=O)C1C(C)=CC(=O)CC1c1ccco1 (stereo not drawn)	-3	4%	5%	1%	-6%	0%[9.22 µM]	-3%	2%	1%
CCOc1ccccc1NC(=O)Cn1nnc(C(=O)NCCc2ccc(OC)c(OC)c2)c1N	3	4%	0%	2%	-3%	-9%	6%	1%	6%
O=C(/C=C/Nc1ccc(F)cc1F)c1ccco1	-7	-5%	-24%	-12%	u	u	-17%	-7%	10%
O=[N+]([O-])c1cc(C(F)(F)F)ccc1NCCCN1CCOCC1	-9	-4%	-39%[11.3 µM]	2%	0%	-14%	-24%	-27%	-3%
C[C@H](NC(=O)NCCc1ccccc1)C(=O)O	6	29%	1%	27%	0%	1%	-3%	22%	18%
COc1cccc(NC(=O)CN(C)C(=O)c2cn(-c3ccccc3)nc2-c2cccs2)c1	-53*	u	-28%	u	26%	-31%[inhibitor]	-10%	u	-2%

Brought forward from above: 4 compounds; new compounds follow.
SMILES	IL1B secr inh	KB-V1 cytotox	ATXN2 expr inh	HT1080-NT tox	MCF10A rereplic	SW480 rerep	WRN inhibitor	HT1080 IDH1KD tx	KB-3-1 cytotox
O=C(/C=C/Nc1ccc(F)cc1F)c1ccco1	-7	-5%	-24%	-12%	u	u	-17%	-7%	10%
O=[N+]([O-])c1cc(C(F)(F)F)ccc1NCCCN1CCOCC1	-9	-4%	-39%[11.3 µM]	2%	0%	-14%	-24%	-27%	-3%
C[C@H](NC(=O)NCCc1ccccc1)C(=O)O	6	29%	1%	27%	0%	1%	-3%	22%	18%
COc1cccc(NC(=O)CN(C)C(=O)c2cn(-c3ccccc3)nc2-c2cccs2)c1	-53*	u	-28%	u	26%	-31%[inhibitor]	-10%	u	-2%
CN(C)c1ccc(/C=C/C=N/Nc2nc(N3CCOCC3)nc(N3CCOCC3)n2)cc1	-14	-5%	x	-8%	19%	24%	-1%	-3%	0%
COCCOC(=O)C1=C(C)NC2=C(C(=O)CCC2)C1c1cc2c(cc1Br)OCO2 (stereo not drawn)	13	-23%	8%	28%	u	-1%	-5%	17%	-6%
COc1ccc(C(C(=O)NCC2CCCO2)N(Cc2ccccc2)C(=O)c2snc(C(N)=O)c2N)cc1OC (stereo not drawn)	9	0%	-5%	11%	3%	-6%	5%	17%	22%
CCOC(=O)C1CCN(Cc2ccccc2C(F)(F)F)CC1	9	-2%	-11%	3%	14%	-1%	9%	2%	-1%
Cc1ccc(Cl)cc1N1CCN(C(=O)Cc2c(C(=O)O)[nH]c3ccccc23)CC1	20	-2%	1%	-4%	1%	1%	-10%	-20%	-12%
COc1ccccc1NC(=O)CSc1nnc(Cc2ccccc2)o1	20	11%	-2%	9%	0%	-17%	9%	-2%	-6%
O=C(O)/C=C/C(=O)N1CCN(c2ccccc2F)CC1	24	24%	-6%	7%	1%	-4%	-31%	17%	0%
O=C1NC[C@H](CCCCN2C[C@H](Cc3ccccc3)N(CCc3ccc(O)cc3)C(=O)C2=O)N(CCC2CCCCC2)C1=O	-57*	26%	-5%	-26%	x	x	-3%	-22%	26%
COc1ccccc1NC(=S)NNC(=O)c1ccncc1	-5	0%	12%	-2%	3%	13%	1%	-2%	12%
CC1(C)CC(=O)C2=C(C1)NC1=C(C(=O)c3ccccc31)C2c1ccc(O)cc1 (stereo not drawn)	-23	-4%	-12%	-8%	-1%	-2%	-11%	-7%	1%
CC(CNc1ccc([N+](=O)[O-])cc1)NC(=O)c1ccccc1Br (stereo not drawn)	-11	-2%	-17%	-8%	u	3%	1%[57.1 µM]	6%[9.24 µM]	21%
COc1cccc(CNS(=O)(=O)c2c(C)nc3sccn3c2=O)c1	15	24%	-1%	7%	7%	0%	4%	2%	-3%
O=C1CSC(c2ccc(Cl)cc2)N1Nc1nc(N2CCOCC2)nc(N2CCOCC2)n1 (stereo not drawn)	15	-2%	-24%	-16%	16%	5%	3%	-15%	2%
Cc1cccc(CN2CCN(C3CN(Cc4ccccc4)S(=O)(=O)C3)CC2)c1 (stereo not drawn)	6	1%	3%	-17%	x	x	-7%	-7%	-4%
COC(=O)Cc1nc(Nc2ccccc2)sc1C	x	-4%	17%	13%	u	u	-3%	3%	-5%
CC(=O)c1ccc(NC(=O)c2cc(C)nc3ccccc23)cc1	20	6%	31%	-1%	2%	-37%[inhibitor]	-15%	1%	15%
CCOC(=O)c1ccc(N2C(=O)C3ON(c4ccccc4)C(c4ccco4)C3C2=O)cc1 (stereo not drawn)	18	0%	-2%	1%	-11%	-6%	-6%	6%	0%
COc1ccc(Cl)cc1NC(=O)CCN1CCOCC1	-7	5%	8%	0%	-3%	-17%	-5%	3%	-5%
O=C(Nc1ccc2nc3n(c(=O)c2c1)CCCCC3)c1ccccc1[N+](=O)[O-]	u	u	1%	6%	0%	-9%	1%	-1%	-11%
CC(Sc1nnc(-c2cccnc2)n1-c1ccccc1)C(=O)NCc1ccc2c(c1)OCO2 (stereo not drawn)	2	-1%	37%[activator]	7%	-6%	-8%	0%	6%	-8%
Nc1nc(SCC(=O)Nc2ccccc2Sc2ccccc2)n[nH]1	5	15µM*	-3%	8%	-6%	-3%	-8%	-18%	-18%
NC(=S)Cc1nc(-c2ccc(Cl)cc2)cs1	u	5%	-3%	-2%	u	-14%	3%	2%	-17%
CCO[C@H]1c2c(ccc3ccc(=O)oc23)OC(C)(C)[C@H]1O	14	26%	6%	8%	1%	-36%[inhibitor]	-1%	3%	0%
CCc1nc2ccccc2c(C(=O)Oc2ccc(C(=O)OC)cc2)c1C	10	8%	7%	5%	-6%	-2%	-7%	16%	10%
CCOc1cc(/C=N/NC(=O)c2nn(C)cc2Br)ccc1OCc1ccccc1	28	16µM*	-6%	-1%	17%	-1%	-22%	10%	-1%
O=C(Nc1ccccc1Cl)N1CCCN(c2nc(-c3ccccc3)ns2)CC1	-20	-10%	u	u	4%	6%	-6%	u	u
O=C(CN(C(=O)CNC(=O)c1cccs1)c1cccc(F)c1)NC1CCCC1	-13	-17%	-12%	5%	-3%	-4%	-8%	-3%	-20%
O=C(NCCC(F)(F)F)C1Cc2c(-c3ccccc3Oc3ccccc3)ccnc2O1 (stereo not drawn)	u	-2%	2%	-10%	x	x	-2%	-10%	0%
Nn1c(SCC(=O)Nc2ccc(N3CCOCC3)cc2)nnc1-c1cccc(F)c1	8	2%	9%	-7%	0%	-5%	10%	-1%	15%
COC(=O)CNC(=O)c1ccccc1	-24	u	-1%	4%	-5%	17%	-7%	-1%	-30%
C[C@H]1CN=C2N(CCNC(=O)CCC3CCCCC3)[C@H](Cc3ccc(O)cc3)CN21	-11	23%	1%	-3%	u	-22%	3%	-2%	-1%
CC1(C)Cc2c(sc(NC(=O)C(=O)N3CCOCC3)c2C(N)=O)CO1	7	5%	13%	7%	-2%	3%	14%	-1%	-2%
COc1ccc(CC(=O)NNC(=O)c2cc(C)[nH]n2)cc1	6	-1%	-20%	1%	0%	-4%	-17%	11%	-7%
COc1ccc(C(=O)NNC(=O)C2CCCO2)cc1 (stereo not drawn)	13	2%	7%	1%	8%	0%	10%	0%	-2%

Record cards, as listed above. Order of screens: IL1B secr inh	KB-V1 cytotox	ATXN2 expr inh	HT1080-NT tox	MCF10A rereplic	SW480 rerep	WRN inhibitor	HT1080 IDH1KD tx	KB-3-1 cytotox
CCc1nc2ccccc2c(C(=O)Oc2ccc(C(=O)OC)cc2)c1C is listed with 10	8%	7%	5%	-6%	-2%	-7%	16%	10%
CCO[C@H]1c2c(ccc3ccc(=O)oc23)OC(C)(C)[C@H]1O is listed with 14	26%	6%	8%	1%	-36%[inhibitor]	-1%	3%	0%

Rows are unselected; overall some 12% were active at least once.
